# Assay outcomes as filed in PubChem BioAssay.
# BRCA1 expr act – qHTS Assay to Identify Small Molecule Activators of BRCA1 Expression; MCF7-BRCA1-FFLuc reporter, luminescence, 48 h; response scale: scaled: vehicle 0%, 10 µM genistein 100%; Potency, µM (highest dose often 46.1 µM), without a hit: at the top dose activation, usual class: activators; hit rate 1.1% among 380,000; AID 624202, 2012; further: potency means the concentration at half of the fitted maximal effect; nearly all actives have a fitted effect of over 80% in size; some results filed as inactive show a strong effect at the top dose
#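 Reporter cells (MCF7, BRCA1 promoter-firefly luciferase) received library compounds across a concentration series for 48 h. End-point luminescence was measured and concentration-effect curves derived after normalization.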
# p53 reactivation – qHTS assay for re-activators of p53 using a Luc reporter; H1299 p53-A138V BP100-luciferase reporter, luminescence, 24 h; Potency, µM (titrated, usually from 92.2 µM), without a hit: at the highest dose activity change, positive = activation, usual class: activators; hit rate 0.063% among 320,000; further: potency means the concentration at half of the fitted maximal effect; % of control where 0% means no effect; nearly all actives have a fitted effect of over 45% in size
#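 p53-null H1299 cells stably carrying temperature-sensitive p53-A138V and a BP100-luciferase reporter were pinned with compounds (4-point, 1:5 series) and held 24 hrs at 37 deg C. Luminescence was read 10 min after detection reagent.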
# Tb PFK inh – qHTS Assay to Find Inhibitors of T. brucei phosphofructokinase. ATP-dependent 6-phosphofructokinase (Trypanosoma brucei brucei), O15648. hit rate 0.17% among 330,000. AID 485367, 2010. T. brucei PFK, ADP-Glo luminescence. Potency, µM (doses to about 57.5 µM), inactives show at the highest dose activity, negative = inhibition, most hits filed as inhibitors;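 further: potency means the concentration at half of the fitted maximal effect; 0% = uninhibited 1x PFK enzyme wells and -100% = no-enzyme wells; nearly all actives have a fitted effect of over 60% in size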
# Target sequence (O15648 whole entry, looked up): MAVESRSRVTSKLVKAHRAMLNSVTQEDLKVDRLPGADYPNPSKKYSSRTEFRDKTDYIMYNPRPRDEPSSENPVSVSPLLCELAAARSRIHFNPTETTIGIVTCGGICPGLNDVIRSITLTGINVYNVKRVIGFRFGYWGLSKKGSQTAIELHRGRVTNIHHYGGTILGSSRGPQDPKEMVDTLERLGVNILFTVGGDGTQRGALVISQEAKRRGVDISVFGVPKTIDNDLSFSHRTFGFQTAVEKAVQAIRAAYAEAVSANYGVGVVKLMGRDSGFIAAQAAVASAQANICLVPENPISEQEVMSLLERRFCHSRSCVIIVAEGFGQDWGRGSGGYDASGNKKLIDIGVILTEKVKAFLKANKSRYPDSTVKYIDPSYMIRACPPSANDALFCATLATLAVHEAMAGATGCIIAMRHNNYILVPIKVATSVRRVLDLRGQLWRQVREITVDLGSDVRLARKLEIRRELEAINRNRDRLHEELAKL
#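 Activity is normalized to no-enzyme wells (full inhibition) and 1.25 nM enzyme wells (no inhibition). Reaction: 0.5 mM F6P, 0.1 mM ATP, 45 min RT, ADP-Glo luminescence; concentration-response curves fitted and classed by quality.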
# NPC1 promoter act – qHTS Assay for NPC1 Promoter Activators; AID 485313, 2010; hit rate 2.4% among 320,000; Huh7 NPC1 promoter luciferase reporter, 24 h; Potency, µM (top dose mostly 9.22 µM), without a hit: at the top dose activation, actives largely listed as activators;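 further: potency means the concentration at half of the fitted maximal effect; % of control where 0% means no effect; nearly all actives have a fitted effect of over 60% in size; reporter is driven by a mutant NPC1 promoter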
#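 Luminescence read-out of NPC1 promoter-driven luciferase in stably transfected Huh7 cells; compounds delivered in DMSO and left 24 h at 37C, 5% CO2, qHTS titration format.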
# ELG1 genotoxic – qHTS screen for small molecules that induce genotoxicity in human embryonic kidney (HEK293T) cells expressing luciferase-tagged ELG1 | HEK293T ELG1-luciferase reporter, luminescence, 16 h | Potency, µM (top dose mostly 46 µM), for the others: at the highest dose activity change, positive = activation, hits mostly activators | hit rate 1.3% among 330,000 | AID 504466, 2011; further: potency means the concentration at half of the fitted maximal effect; % of control where 0% means no effect; nearly all actives have a fitted effect of over 60% in size
#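 DMSO vehicle served as control against compound-treated ELG1-luciferase HEK293T cells; exposure lasted 16 hr at 37 °C and 5% CO2, followed by ONE-Glo luminescence detection after 30 min.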
# FLuc modulator – qHTS profiling assay for firefly luciferase inhibitor/activator using purifed enzyme and Km concentrations of substrates (counterscreen for miR-21 project); Luciferin 4-monooxygenase (Photinus pyralis), P08659; purified FLuc, Km substrates, luminescence inhibition; Potency, µM (highest dose often 57.5 µM), for the others: at the highest dose activity change, negative = inhibition, usual class: inhibitors; hit rate 6.9% among 360,000; AID 588342, 2011;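 further: potency means the concentration at half of the fitted maximal effect; plate controls were vehicle for no effect and reference inhibitor for full effect; nearly all actives have a fitted effect of over 55% in size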
#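 Purified P. pyralis luciferase, 10 nM final, with Km-level 10 uM D-luciferin and 10 uM ATP in 50 mM Tris acetate pH 7.5, 10 mM Mg acetate, 0.01% Tween-20, 0.05% BSA; 6-point qHTS titration about 60 µM downward; luminescence read.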
# Rab9 promoter act – qHTS Assay for Rab9 Promoter Activators | Huh7 Rab9 promoter-luciferase reporter, luminescence, 24 h | Potency, µM (highest dose often 9.22 µM), without a hit: at the highest dose activation, negative = inhibition, most hits filed as activators | hit rate 2.8% among 320,000 | AID 485297, 2010; further: potency means the concentration at half of the fitted maximal effect; % of control where 0% means no effect; nearly all actives have a fitted effect of over 60% in size
#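 Cells were plated at 1500 per well in reduced-serum medium with 10% FBS and left 2 h. Compound in DMSO was then added for 24 h at 37 °C. Reporter signal was read by luminescence after 10 min with luciferase detection reagent.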
# RORg inh – qHTS for inhibitors of ROR gamma transcriptional activity; Drosophila S2 Gal4-RORgamma UAS-luciferase reporter, 20 h; Potency, µM (doses to about 53.6 µM), for inactives: at the top dose activity change, negative = inhibition, actives largely listed as inhibitors; hit rate 5.4% among 310,000; AID 2551, 2010; further: potency means the concentration at half of the fitted maximal effect; on the % scale 0 is the no-effect control and ±100 the full control effect; nearly all actives have a fitted effect of over 60% in size
# Target sequence (P51450 whole entry, looked up, the tested form may be a part): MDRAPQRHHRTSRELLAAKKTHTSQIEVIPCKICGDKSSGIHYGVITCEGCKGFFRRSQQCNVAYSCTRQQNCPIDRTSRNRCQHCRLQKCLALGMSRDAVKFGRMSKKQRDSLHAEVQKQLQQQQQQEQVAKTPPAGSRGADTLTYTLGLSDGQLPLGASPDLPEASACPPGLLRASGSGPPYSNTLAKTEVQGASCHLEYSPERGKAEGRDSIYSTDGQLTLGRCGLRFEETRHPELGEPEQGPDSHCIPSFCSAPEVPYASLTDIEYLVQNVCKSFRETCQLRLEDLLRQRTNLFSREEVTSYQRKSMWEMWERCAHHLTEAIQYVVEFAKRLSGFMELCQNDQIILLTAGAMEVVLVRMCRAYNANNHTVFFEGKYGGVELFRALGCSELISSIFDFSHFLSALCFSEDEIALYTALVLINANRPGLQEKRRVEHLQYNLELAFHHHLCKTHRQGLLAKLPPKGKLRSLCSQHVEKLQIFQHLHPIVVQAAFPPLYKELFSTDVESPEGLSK
#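 Drosophila S2 cells stably expressing Gal4-DBD/mouse RORγ fusion under metallothionein promoter plus UAS-luciferase; compound 1 h, then 700 uM CuSO4 induction for 20 h at ambient temperature; inhibition read as reduced luminescence.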
# TRPV1 ag – HTS Assay for Compounds that Act as Agonists of the Vanilloid Receptor 1; TRPV1-expressing cells, Fluo-8 calcium influx, agonist mode; Transient receptor potential cation channel subfamily V member 1 (Homo sapiens), Q8NER1; activation, % at 8.33 µM; AID 540275, 2011; hit rate 0.19% among 320,000; in the data active means activation above about 80%; inconclusive means between about 30% and that limit; further: 0% is about no effect
#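 TRPV1-expressing cells were cultured overnight at 35.5C and loaded with Fluo-8 calcium dye for 40 to 90 min at room temperature. After a 10 s baseline, compound was added and calcium influx was read kinetically for 3 min (ex 480/em 520 nm).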
# ELG1 repair inh – qHTS screen for small molecules that inhibit ELG1-dependent DNA repair in human embryonic kidney (HEK293T) cells expressing luciferase-tagged ELG1; Potency, µM (series often up to 46.1 µM), for the others: at the top dose activity change, negative = inhibition, most hits filed as inhibitors; HEK293T ELG1-luciferase reporter, luminescence, 16 h; DNA damage induced by 5-fluorouridine; AID 504467, 2011; hit rate 2.3% among 330,000; further: potency means the concentration at half of the fitted maximal effect; on the % scale 0 is the no-effect control and ±100 the full control effect; nearly all actives have a fitted effect of over 55% in size
#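 HEK293T cells expressing luciferase-tagged ELG1 (2,000/well) received 5-Fluorouridine plus compound or DMSO for 16 hr at 37 °C. Luciferase was read by ONE-Glo luminescence after 30 min at room temperature.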
# VP16 counter – VP16 counterscreen qHTS for inhibitors of ROR gamma transcriptional activity; Drosophila S2 Gal4-VP16 UAS-luciferase, luminescence, 20 h; Potency, µM (highest dose often 53.6 µM), for inactives: top-dose activity, negative = inhibition, usual class: inhibitors; hit rate 3.5% among 310,000;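 further: Gal4-VP16 expression switched on by copper sulfate through the metallothionein promoter; potency means the concentration at half of the fitted maximal effect; on the % scale 0 is the no-effect control and ±100 the full control effect; nearly all actives have a fitted effect of over 50% in size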
# Starred values were filed as active, the others as inactive; ? = inconclusive; / = not tested or not shown; [ ] = dose if it differs, or a comment. Unless noted, the call rests on the fitted dose curve; in most records, active means well fitted curve in the direction sought with a large enough effect; inconclusive means small, poorly fitted or top-dose-only effect, or another doubt; inactive means no such curve, though single readings can be large; an effect the other way counts as inactive or inconclusive.
SMILES,BRCA1 expr act,p53 reactivation,Tb PFK inh,NPC1 promoter act,ELG1 genotoxic,FLuc modulator,Rab9 promoter act,RORg inh,TRPV1 ag,ELG1 repair inh,VP16 counter
Nc1nnc(Sc2ccc(Cl)cc2[N+](=O)[O-])s1,-16%,11%,-3%,4%,-3%,0%,-3%,?,-1,?,-2%
COc1ccccc1CC(=O)NCCN1CCCCC1,-11%,/,3%,-3%,1%,8%,1%,-14%,1,-2%,-3%
COc1cccc2cc(C(C)N(CCCN3CCOCC3)C(=O)Nc3ccc(Cl)cc3)oc12 (configuration not stated),-6%,-8%,1%,-3%,-3%,0%,16%,-2%,86*,10%,2%
O=C(Nc1ccc(NS(=O)(=O)c2ccccc2)cc1)c1ccccc1Cl,-18%,-9%,0%,/,-2%,/,/,/,/,?,/
COc1ccc(-c2nnc(SCC(=O)N(Cc3ccccc3)C(C)(C)C)o2)cc1OC,-89%,-2%,3%,-1%,-45%[inhibitor],2%,3%,20%,0,-1%,-16%
CCOc1ccc(S(=O)(=O)Nc2ccc(C(=O)NCC(c3ccco3)N(C)C)cc2)cc1 (configuration not stated),-28%,/,-3%,4%,1%,0%,1%,/,3,-13%,/
CCN(CC(=O)Nc1ccc(NC(C)=O)cc1)C(=O)C(c1ccccc1)c1ccccc1,-96%[inhibitor],-9%,-3%,-1%,-2%,0%,9%,36%,-7,-19%,-14%
O=C(C1CCC(=O)N1C1CCCCC1)N1CCN(c2ccc(F)cc2)CC1 (configuration not stated),0%,-4%,-2%,0%,0%,1%,4%,-3%,1,-15%,0%
Cc1c(C)n(Cc2ccccc2)c2ncnc(NCCO)c12,-20%,-3%,-8%,2%,1%,-1%,0%,9%,0,-2%,-7%
CSCCC(NC(=O)c1cncc(Br)c1)C(=O)O (configuration not stated),7%,/,/,/,/,-1%,/,20%,-2,/,1%
Cc1cc(=O)[nH]c2c1cnn2C(C)c1ccccc1 (configuration not stated),27%,-4%,5%,1%,-2%,-1%,2%,-3%,-1,8%,0%
CNC(=S)N1N=C(c2ccc(Br)cc2)CC1c1ccc(Br)cc1 (configuration not stated),-9%,-3%,-2%,-3%,-2%,-1%,-3%,-23%,1,5.8µM*,3%
Cn1c(-c2ccccc2[N+](=O)[O-])[n+](C)c2ccccc21,-12%,0%,1%,-1%,-11%,6%,0%,2%,1,?,0%
CC(C)Cn1c(=O)c2ccccc2n2c(CCC(=O)NC3CCN(Cc4ccccc4)CC3)nnc12,6%,-7%,3%,3%,-2%,-2%,-4%,-9%,0,-2%,2%
O=C(NNc1c(Cl)cccc1Cl)C1CCC1,-10%,6%,0%,2%,2%,1%,-4%,10%,-3,13%,-11%

# Reprinted from the part before: 4 compounds; new compounds follow.
SMILES,BRCA1 expr act,p53 reactivation,Tb PFK inh,NPC1 promoter act,ELG1 genotoxic,FLuc modulator,Rab9 promoter act,RORg inh,TRPV1 ag,ELG1 repair inh,VP16 counter
CNC(=S)N1N=C(c2ccc(Br)cc2)CC1c1ccc(Br)cc1 (configuration not stated),-9%,-3%,-2%,-3%,-2%,-1%,-3%,-23%,1,5.8µM*,3%
Cn1c(-c2ccccc2[N+](=O)[O-])[n+](C)c2ccccc21,-12%,0%,1%,-1%,-11%,6%,0%,2%,1,?,0%
CC(C)Cn1c(=O)c2ccccc2n2c(CCC(=O)NC3CCN(Cc4ccccc4)CC3)nnc12,6%,-7%,3%,3%,-2%,-2%,-4%,-9%,0,-2%,2%
O=C(NNc1c(Cl)cccc1Cl)C1CCC1,-10%,6%,0%,2%,2%,1%,-4%,10%,-3,13%,-11%
CCCOc1ccc(C(=O)NCc2ccco2)cc1,78%,?,3%,22%,11%,?,1%,2%,17,?,1%
COc1ccc(CCNC(=O)C/C(C)=N/NC(=O)C(c2ccccc2)c2ccccc2)cc1OC,3%,-3%,-4%,-2%,3%,-3%,0%,2%,-4,-7%,4%
CC1CCCC(C)N1C(=O)COC(=O)c1ccccc1O (configuration not stated),38%,?,-5%,/,2%,/,/,/,/,?,/
O=C(NCCc1ccccc1)c1ccc2c(c1)S(=O)(=O)N=C1CCCCCN12,3%,16%,-4%,11%,4%,/,0%,/,-4,?,/
COc1c(Cl)cccc1-c1cn2ccc(C)cc2n1,0%,?,2%,1.3µM*,?,0.67µM*,0.56µM*,?,29,?,-25%
CC(Cc1c[nH]c2ccccc12)C(=O)N1CCN(c2ccccc2F)CC1 (configuration not stated),-13%,-3%,0%,0%,-5%,0%,-1%,38%,14,1%,-9%
COC(=O)c1[nH]c2ccc(F)cc2c1NS(=O)(=O)c1ccc(F)c(C)c1,-29%,-12%,-1%,1%,-1%,-5%,-4%,-3%,?,12%,-1%
CC(CCc1ccccc1)NC(=O)c1ccc(Br)cc1 (configuration not stated),38%,/,3%,4%,3%,-13%,6%,-14%,?,17%,14%
CS(=O)(=O)Nc1ccc(C2=NN(C(=O)C3CCCCC3)C(c3cccs3)C2)cc1 (configuration not stated),-61%,0%,4%,-3%,-4%,4%,-3%,?,3,?,-6%
CN(C)S(=O)(=O)c1cccc(NC(=S)NCc2ccc3c(c2)OCO3)c1,1%,2%,-2%,0%,-1%,-7%,1%,32%,-2,?,1%
CCCC(=O)NC(=S)Nc1cccc(NC(=O)c2ccccc2)c1,-18%,-4%,-4%,1%,-4%,-17%,-2%,?,-7,?,3.5µM*
COc1ccc(CCNC(=O)c2ccc(NC(=O)CC3SC(N4CCCC4)=NC3=O)cc2)cc1 (configuration not stated),-2%,2%,-3%,1%,1%,1%,-4%,/,0,19%,/
CCCCCC(=O)Nc1cccc(C2=NOC3(C2)C[C@@H](C(N)=O)N(C(=O)c2cc([N+](=O)[O-])cc([N+](=O)[O-])c2C)C3)c1 (some centres not stated),-6%,7%,3%,-5%,-1%,-17%,-4%,8%,-1,?,6%
COc1ccc(S(=O)(=O)NCCC(=O)OCc2cc(=O)oc3cc(C)ccc23)cc1[N+](=O)[O-],16%,-7%,-17%,0%,-5%,-13%,-5%,/,-3,2%,/
Cc1nc(Nc2ccccc2O)c2oc3ccccc3c2n1,-44%,1%,-2%,10%,0%,4%,-11%,-7%,?,1%,-8%
COc1ccc(-n2c(SCC(=O)Nc3cccc(S(N)(=O)=O)c3)nc3ccccc3c2=O)cc1OC,-6%,-3%,-3%,-1%,2%,0%,1%,-1%,1,0%,2%
Cc1cc2c(cc1C)[n+](C)cn2CC(O)COCc1ccccc1 (configuration not stated),-41%,-9%,2%,0%,0%,0%,-10%,-6%,-6,13%,-3%[0.365 µM]
CCc1nc2ccccc2c(C(=O)Nc2cccc(C)c2)c1C,-14%,13%,0%,-2%,0%,-2%,5%,-6%,1,-1%,-2%
O=C(O)C1=C[C@@H](c2coc3ccccc3c2=O)C[C@@H](OCCCCO)O1,12%,-1%,-2%,-3%,5%,1%,-3%,17%,2,?,2%
C[C@H](NC(=O)c1ccccc1Cl)C(=O)OCCOc1cccc(Cl)c1,23%,1%,-5%,-1%,1%,-6%,2%,2%,5,?,-7%
Cc1ccc(NC(=O)CSc2ccc(-c3ccco3)nn2)c(C)c1,2%,2%,2%,-1%,-2%,-15%,-2%,39%,15,10%,3%
O=C(COC(=O)/C=C/c1cccc(F)c1)Nc1cccc(S(=O)(=O)NC2=NCCCCC2)c1,0%,6%,7%,/,1%,/,/,/,/,-12%,/
O=C(NCc1cccnc1)c1cn(-c2ccccc2)nc1-c1cccs1,57%,?,0%,15%,11%,6µM*,10%,36%,10,6%,8%
C=CCNC(=O)c1cccc(C(F)(F)F)c1,3%,10%,0%,2%,1%,2%,-1%,-2%,5,6%,3%
COc1ccccc1Nc1ncccc1C(=O)NCc1ccccc1,-24%,2%,2%,5%,5%,-2%,-9%,-5%,2,?,0%
